Cav3 T inh – human Cav3.2 channel inhibition, primary screen; O95180; Cav3.2-expressing cells, Fluo-4 calcium fluorescence FDSS; hits give low values; B-score at 10 µM; 100,000 tested, 4% active; AID 449739;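 active means single-dose well whose peak fluorescence ratio is a statistical outlier from its plate by either plate-standardised score or position-corrected B-score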
Target sequence (O95180 whole entry, looked up): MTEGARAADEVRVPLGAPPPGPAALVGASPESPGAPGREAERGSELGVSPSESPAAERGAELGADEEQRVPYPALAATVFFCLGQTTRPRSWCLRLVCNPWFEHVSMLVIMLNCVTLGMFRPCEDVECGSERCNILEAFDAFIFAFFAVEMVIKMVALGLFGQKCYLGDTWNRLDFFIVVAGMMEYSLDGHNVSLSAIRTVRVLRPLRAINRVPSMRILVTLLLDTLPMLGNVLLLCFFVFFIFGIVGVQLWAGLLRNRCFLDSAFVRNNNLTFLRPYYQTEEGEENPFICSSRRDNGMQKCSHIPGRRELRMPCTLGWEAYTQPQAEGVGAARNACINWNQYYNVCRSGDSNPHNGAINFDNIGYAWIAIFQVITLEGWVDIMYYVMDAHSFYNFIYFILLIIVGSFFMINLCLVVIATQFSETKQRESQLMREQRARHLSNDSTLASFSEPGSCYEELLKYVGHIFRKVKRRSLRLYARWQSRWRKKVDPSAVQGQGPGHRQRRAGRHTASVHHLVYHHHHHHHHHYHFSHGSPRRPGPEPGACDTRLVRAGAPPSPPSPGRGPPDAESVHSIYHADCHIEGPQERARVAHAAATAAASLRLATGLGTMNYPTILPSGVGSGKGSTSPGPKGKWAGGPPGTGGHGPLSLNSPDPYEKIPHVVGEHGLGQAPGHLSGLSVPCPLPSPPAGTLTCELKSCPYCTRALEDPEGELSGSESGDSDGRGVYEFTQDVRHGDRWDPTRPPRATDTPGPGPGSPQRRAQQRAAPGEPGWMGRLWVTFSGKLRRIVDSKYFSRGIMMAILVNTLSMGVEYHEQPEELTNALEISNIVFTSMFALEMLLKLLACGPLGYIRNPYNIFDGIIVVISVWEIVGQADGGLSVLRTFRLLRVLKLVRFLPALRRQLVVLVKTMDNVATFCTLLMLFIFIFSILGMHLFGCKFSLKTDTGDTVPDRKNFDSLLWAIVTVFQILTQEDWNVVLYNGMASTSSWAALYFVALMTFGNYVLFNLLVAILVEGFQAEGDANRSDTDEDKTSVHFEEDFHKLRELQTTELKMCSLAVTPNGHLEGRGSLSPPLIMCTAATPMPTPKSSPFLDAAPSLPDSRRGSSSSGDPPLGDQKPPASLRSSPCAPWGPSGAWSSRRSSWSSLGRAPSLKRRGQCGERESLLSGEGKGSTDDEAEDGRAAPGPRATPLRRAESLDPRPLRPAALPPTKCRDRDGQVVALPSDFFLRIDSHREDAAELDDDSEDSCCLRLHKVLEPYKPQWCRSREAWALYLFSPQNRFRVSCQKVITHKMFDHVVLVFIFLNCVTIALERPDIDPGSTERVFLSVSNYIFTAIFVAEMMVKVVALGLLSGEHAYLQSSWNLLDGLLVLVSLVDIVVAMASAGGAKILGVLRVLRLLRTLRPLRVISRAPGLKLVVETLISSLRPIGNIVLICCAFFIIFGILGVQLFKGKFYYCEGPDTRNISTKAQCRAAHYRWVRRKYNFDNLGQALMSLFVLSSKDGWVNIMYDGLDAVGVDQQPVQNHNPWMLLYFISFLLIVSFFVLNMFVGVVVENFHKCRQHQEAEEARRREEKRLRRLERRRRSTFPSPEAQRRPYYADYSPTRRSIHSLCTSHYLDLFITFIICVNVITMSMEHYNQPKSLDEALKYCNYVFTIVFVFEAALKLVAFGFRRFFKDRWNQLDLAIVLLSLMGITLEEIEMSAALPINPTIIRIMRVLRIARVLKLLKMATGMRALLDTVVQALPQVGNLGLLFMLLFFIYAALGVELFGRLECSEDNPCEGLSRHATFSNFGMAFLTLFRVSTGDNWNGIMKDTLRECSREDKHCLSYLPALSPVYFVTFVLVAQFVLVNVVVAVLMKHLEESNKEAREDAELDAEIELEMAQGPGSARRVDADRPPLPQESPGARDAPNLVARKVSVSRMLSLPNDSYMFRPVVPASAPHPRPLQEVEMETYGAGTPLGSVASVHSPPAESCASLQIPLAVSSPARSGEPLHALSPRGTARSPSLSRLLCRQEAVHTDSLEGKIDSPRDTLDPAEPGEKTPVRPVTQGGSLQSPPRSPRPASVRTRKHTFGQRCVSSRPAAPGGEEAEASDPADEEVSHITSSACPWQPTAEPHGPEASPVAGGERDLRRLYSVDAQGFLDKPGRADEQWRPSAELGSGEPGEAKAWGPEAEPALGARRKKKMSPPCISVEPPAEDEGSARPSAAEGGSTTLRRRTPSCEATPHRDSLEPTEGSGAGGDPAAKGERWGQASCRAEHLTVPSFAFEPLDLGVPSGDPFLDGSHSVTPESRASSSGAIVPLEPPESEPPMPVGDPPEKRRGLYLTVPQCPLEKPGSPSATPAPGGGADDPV
Numbers without * were called inactive. This is a subset, so the mix of outcomes need not match the whole.

nr | smiles | Cav3 T inh
1 | COc1ccc(C2CC(=O)N3C(=C2C#N)SCC3(O)c2ccccc2)cc1 (stereo unspecified) | -6.04*
2 | Cc1nn(C(C)(C)C)c(OC(=O)c2cccs2)c1Sc1ccccc1 | -5.15*
3 | O=C(CN1C2=NCCN2c2ccccc21)c1ccco1 | 0.0804
4 | CCN(CC)c1ccc(NC(=O)Nc2ccc(C(C)=O)cc2)cc1 | -0.233
5 | COCC(=O)Nc1nnc(COc2ccccc2)s1 | 1.04
6 | COc1ccc(-c2nc(CC(=O)O)cs2)cc1 | -0.0238
7 | Cc1ccc(S(=O)(=O)CCc2nnc(NC(=O)COc3cccc(C)c3)s2)cc1 | 1.3
8 | CC(=O)c1cnc2c(-c3ccccc3)c(C)nn2c1C | -0.0173
9 | Cc1ccc(S(=O)(=O)NC(=O)CSc2nc3ccccc3s2)cc1 | -0.881
10 | COCCn1nc2cc(C(=O)NCC34CC5CC(CC(C5)C3)C4)ccc2c1OC | -0.465
11 | CC(C)(C)NCC(O)COc1c(F)cc(Br)cc1F (stereo unspecified) | 0.161
12 | COC(=O)c1cc(OC)c(OC)cc1NC(=O)CSc1ccc(C)cc1 | -0.00497
13 | CN(Cc1ccccc1)c1nc2c(c(=O)[nH]c(=O)n2C)n1CCCSc1ncccn1 | 0.635
14 | O=C(c1cccs1)c1coc2ccc(O)c(CN3CCOCC3)c12 | 1.1
15 | N#Cc1ccccc1NC(=O)Nc1ccc(Cl)cc1 | 0.0765
16 | O=C(Nc1ccc(O)c2c(=O)cc(-c3ccccc3Cl)oc12)c1ccc(Cl)c(Cl)c1 | -3.1

Reformatted: results already given.
8. CC(=O)c1cnc2c(-c3ccccc3)c(C)nn2c1C
  Cav3 T inh = -0.0173

9. Cc1ccc(S(=O)(=O)NC(=O)CSc2nc3ccccc3s2)cc1
  Cav3 T inh = -0.881

The list continues:
nr | smiles | Cav3 T inh
17 | CC(C)CC(=O)NCc1ccc(F)cc1 | 0.0873
18 | CCN(CC)CCC(c1ccc(N(C)C)cc1)c1c(O)cc(OC)cc1OC (stereo unspecified) | 0.178
19 | Cc1cc(-c2[nH]nc3c2C(c2cccc(O)c2)C(C#N)=C(N)O3)c(C)s1 (stereo unspecified) | 0.664
20 | CSc1ccccc1C(=O)N1CCOCC1 | -0.514
21 | CN(C)c1ccc(NC(=O)CN2CCC(N3CCCCC3)CC2)cc1 | -0.0791
22 | CC(C)[C@H](NC(=O)Nc1ccccc1F)C(=O)O | 0.291
23 | CC(Sc1ccccc1)C(=O)Nc1ccc(S(=O)(=O)N2CCOCC2)cc1 (stereo unspecified) | -3.2
24 | COc1ccc2c(c1)CC/C(=C\C=C\c1ccccc1OC)C2=O | -0.0768
25 | CC1CCc2nc(NC(=O)C3CCCO3)sc2C1 (stereo unspecified) | 0.171
26 | CCCn1c(C(C)NC(C)=O)nc2ccccc21 (stereo unspecified) | 0.0803
27 | C[C@H](NC(=O)c1[nH]cnc1C(=O)Nc1ccccc1)C(=O)OC(C)(C)C | 0.218
28 | O=C(NCCc1csc(-c2ccccc2)n1)c1ccc(Br)o1 | -3.31
29 | O=C(c1c[nH]c2ccc(S(=O)(=O)N3CCOCC3)cc2c1=O)N1CCN(c2ccccn2)CC1 | -0.0104
30 | CCCCCn1c(CN2CCN(Cc3ccccc3)CC2)nc2c1c(=O)n(C)c(=O)n2C | 1.25
31 | CC(C)C(NC(=O)c1ccc2c(c1)OCO2)C(=O)N/N=C\c1ccco1 (stereo unspecified) | 2.57
32 | CC1CC(=O)c2c(cc3c(-c4c(O)cc(O)c5c(O)c6c(cc45)OC(C)CC6=O)c(O)cc(O)c3c2O)O1 (stereo unspecified) | -1.18
33 | CC1CN(C2CCN(C(=O)COc3ccccc3)CC2)CC(C)O1 (stereo unspecified) | -2.23
34 | CCN(CC)S(=O)(=O)c1cccc(-c2nnc(SCC(=O)NC3CCCCCCC3)n2N)c1 | -2.22
35 | O=C(c1ccc(Cl)cc1)C(Cn1cncn1)C(Sc1ccccc1)c1ccccc1 (stereo unspecified) | -1.78
36 | Cc1ccc(-n2c(=O)cc(N3CC(C)OC(C)C3)[nH]c2=O)cc1 (stereo unspecified) | 0.432
37 | COc1cccc(C2C(C#N)=C(N)OC(C(C)(C)C)=C2C#N)c1 (stereo unspecified) | 0.349
38 | CCCC(C)c1nnc(NC(=O)C2CCCO2)s1 (stereo unspecified) | 0.0149
39 | Cc1cc(C(=O)NNC(=S)NCC2CCCO2)cs1 (stereo unspecified) | 0.269
40 | CCC(=O)Nc1cc(-c2nn(C)c(=O)c3ccccc23)ccc1N1CCCCC1 | 0.419
41 | CCOC(=O)C1=C(C)NC(C)=C(C(=O)OCC)C1c1cc2ccc(C)cc2[nH]c1=O | -5.06*
42 | COc1cc(-c2nc(-c3ccccc3)c(-c3cccs3)[nH]2)cc(OC)c1O | -0.373
43 | Cc1cccc(NC(=O)C(NS(=O)(=O)c2ccc3c(c2)CCC(=O)N3)c2ccccc2)n1 (stereo unspecified) | -0.759
44 | CN1CCN(C(c2cccc(C(F)(F)F)c2)c2nnnn2Cc2ccccc2)CC1 (stereo unspecified) | -0.08
45 | Fc1ccc(CNn2cnnc2SCc2ccc(F)cc2)cc1 | 0.301
46 | CC(=O)c1ccc2c(c1)c1ccccc1n2CC(C)C | -1.11
47 | C1=C(c2ccccc2)Nc2nnnn2C1 | -0.444
48 | CCc1c(C)nc2ncnn2c1N1CCC(C(=O)Nc2ccccc2)CC1 | 0.115
49 | C=CCN=C(NC#N)SCc1ccccc1Cl | 0.0674
50 | Cn1c(Cn2c(=O)sc3ccccc32)nnc1SCC(N)=O | 0.387
51 | C=CCN(c1ccc(C(N)=O)cc1)S(C)(=O)=O | -1.86
52 | O=C(c1ccc2nc3ccc(Cl)cc3c(=O)n2c1)N1CCOCC1 | 0.142
53 | Cc1nc(NC(=O)CSc2ccccc2N)sc1C | -0.343
54 | CCOc1ccc(Nc2cc(C)nc(-n3nc(C)cc3C)n2)cc1 | -1.91
55 | Cc1ccc(C(=O)c2ccccc2C(=O)O)c(O)c1 | 0.792
56 | COc1cccc(NC(=O)C2CCCN(S(=O)(=O)c3cccc4nsnc34)C2)c1 (stereo unspecified) | -0.363
57 | CCCCCn1c(N2CCC(C(N)=O)CC2)nc2c1c(=O)[nH]c(=O)n2C | 0.0709
58 | COC(=O)[C@@]1(Cc2ccc(F)cc2)[C@H]2c3cc(C(=O)N4CCCC4)n(CCc4ccccn4)c3C[C@H]2CN1C(=O)c1ccccc1 | -0.0435
59 | CC1=NN(c2nc(-c3ccc(C)cc3)cs2)C(=O)C1N=Nc1ccc2ccccc2c1 (stereo unspecified) | -1.45
60 | COC(=O)CNC(=O)c1c(C)cc(=O)oc1C | 0.206
61 | COc1ccccc1-c1nc(C#N)c(N2CCC(Cc3ccccc3)CC2)o1 | -2.2
62 | COc1ccccc1CNC(=O)C1CCC(CNc2c(N3CCOCC3)c(=O)c2=O)CC1 (stereo unspecified) | -0.511
63 | CCn1c(SCC(=O)Nc2sc(C)c(C)c2C#N)nnc1C(C)C | 0.472
64 | O=C1c2ccccc2C(Nc2cccnc2)N1Cc1ccccc1 (stereo unspecified) | -0.157
65 | O=c1ccn(CCOc2ccc(Cl)cc2)c(=O)[nH]1 | 0.249
66 | CC1(c2nnc(-c3ccncc3)o2)CC(c2ccccc2)=NO1 (stereo unspecified) | 0.137
67 | COc1ccc(-c2nc(-c3ccc(Br)cc3)no2)c(OC)c1 | -1.34
68 | CC(Sc1nc(NCc2ccccc2)nc(N(C)C)n1)C(=O)Nc1ccccc1 (stereo unspecified) | -3.4*
69 | COC(=O)c1[nH]c2ccc(F)cc2c1NC(=O)CCN1CC(C)OC(C)C1 (stereo unspecified) | 0.437
70 | COC(=O)CSc1nc(N)c(NC(=O)c2ccc(OC)c(OC)c2)c(=O)[nH]1 | 0.0218
71 | Cc1cc(S(=O)(=O)N2CCN(Cc3ccc4c(c3)OCO4)CC2)cc(C)c1N1CCCC1=O | -0.425
72 | COc1cccc(-n2c(SCC(N)=O)nnc2-c2c[nH]c3ccccc23)c1 | 0.726

(continued)
nr | smiles | Cav3 T inh
73 | CCOC(=O)C(C)c1ccc2cc(OC)ccc2c1 (stereo unspecified) | -1.73
74 | NC(=O)CSc1nnc(-c2ccc(S(=O)(=O)N3CCCC3)cc2)n1Cc1ccco1 | 0.395
75 | COc1ccc2[nH]c3nc(SCc4nnc(-c5ccccc5)o4)nnc3c2c1 | 0.117
76 | N#CC1=C(SCc2ccccc2Cl)NC(=O)C(C(N)=O)C1 (stereo unspecified) | 0.0199
77 | CCn1c(N2CCN(CC(=O)c3c(C)n(C)c4ccccc34)CC2)nc2c1c(=O)[nH]c(=O)n2C | 0.78
78 | CCCCCC(=O)Nc1cccc(C2=NOC3(C2)C[C@@H](C(N)=O)N(C(=O)c2cc([N+](=O)[O-])cc([N+](=O)[O-])c2)C3)c1 (stereo partly specified) | 0.00958
79 | CCOc1ccc(Cn2c(C)nc([N+](=O)[O-])c2SCC(O)CCl)cc1[N+](=O)[O-] (stereo unspecified) | 0.525
80 | CCn1c(/C(C#N)=C(\O)CCc2ccccc2)nc2ccccc21 | -0.635
81 | COc1ccc(C2=CC(c3c(C)nn(-c4ccccc4)c3Cl)n3nnnc3N2)cc1OC (stereo unspecified) | -0.242
82 | Cc1c(NC(=O)CSc2ccc3c(c2)OCCO3)c(=O)n(-c2ccccc2)n1C | -0.0848
83 | Nc1nc(SCC(=O)Nc2ccccc2Sc2ccccc2)n[nH]1 | -0.051
84 | Cc1nc2nc(-c3ccccc3)[nH]n2c(=O)c1C | -0.0478
85 | Cc1cc(C)c(NC(=O)CSc2nnc(-c3ccco3)n2N)c(C)c1 | 0.622
86 | CCOn1c(=O)c(C)[n+]([O-])c2ccccc21 | 0.525
87 | CCCOC(=O)c1ccc(Cl)c(NC(=O)c2ccc(-c3ccccc3)cc2)c1 | 0.0951
88 | O=C(N1CCN(c2ccccc2)CC1)C(F)(F)C(F)(F)F | 0.0794
89 | CC1(C(=O)NC23CC4CC(CC(C4)C2)C3)CC1(Cl)Cl (stereo unspecified) | 0.371
90 | COc1cc(C(c2nnnn2C2CCCC2)N2CCc3ccccc3C2)ccc1O (stereo unspecified) | -2.78
91 | COc1cc(/C=C2\Oc3cc(O)ccc3C2=O)ccc1O | -2.68
92 | O=C(CCc1ccccc1)NNC(=S)NC(=O)c1ccc(Cl)cc1 | -3.7*
93 | O=C(Nc1cccc(-c2nnn(CC(=O)N3CCc4ccccc4C3)n2)c1)C1CCC1 | -4.45*
94 | Cc1nc(NCCCO)c(C#N)c2c1COC(C)(C)C2 | -0.539
95 | N=c1c(C(=O)NCc2ccco2)cc2c(=O)n3ccccc3nc2n1CC1CCCO1 (stereo unspecified) | -3.14
96 | Cn1cnnc1SCC(=O)c1cc2ccccc2oc1=O | -0.0999

Four compounds drawn at random from those above:
nr | smiles | Cav3 T inh
93 | O=C(Nc1cccc(-c2nnn(CC(=O)N3CCc4ccccc4C3)n2)c1)C1CCC1 | -4.45*
94 | Cc1nc(NCCCO)c(C#N)c2c1COC(C)(C)C2 | -0.539
90 | COc1cc(C(c2nnnn2C2CCCC2)N2CCc3ccccc3C2)ccc1O (stereo unspecified) | -2.78
91 | COc1cc(/C=C2\Oc3cc(O)ccc3C2=O)ccc1O | -2.68

Additional results.
nr | smiles | Cav3 T inh
97 | CCOc1ccccc1NC(=O)Cn1nnc(C(=O)NCc2ccco2)c1N | -0.289
98 | CC(C)NC(=O)Cc1ccc(Br)cc1 | -0.00582
99 | O=C(OC(C(=O)NC1CCCC1)c1ccc(F)cc1)c1ccno1 (stereo unspecified) | 0.0549
100 | CC(SCc1ccccc1)C(=O)Nc1ccc2c(c1)OCO2 (stereo unspecified) | -2.47
101 | Cc1nc(SCC(=O)c2ccccc2)c([N+](=O)[O-])[nH]1 | 0.184
102 | C=CCc1cccc(/C=N/n2c(C)nnc2C)c1O | -0.00929
103 | COc1cc(/C=C(\C#N)c2nc3c(s2)CC(C)CC3)ccc1O (stereo unspecified) | -0.103
104 | CCOC(=O)CN(C#N)c1nc(C)cc(C)n1 | 0.331
105 | CCn1c(SCC(=O)c2cc(C)n(-c3ccc(C(=O)OC)cc3)c2C)nnc1-c1cccnc1 | 2.24
106 | Cc1ccc(C)c(NC(=S)NNC(=O)c2csc3c2CCCC3)c1 | -5.31*
107 | CCOc1ccc(Br)cc1S(=O)(=O)N1CC(C)OC(C)C1 (stereo unspecified) | -0.479
108 | COC(=O)CCCNS(=O)(=O)c1ccc2ccccc2c1 | 0.385
109 | C[C@@H]1NC(=O)c2cc([N+](=O)[O-])cc(I)c2NCCCC[C@@H](C(N)=O)NC(=O)[C@H](CCC(=O)O)NC1=O | 0.459
110 | C=CCn1c(SCC(=O)O)nnc1-c1cccs1 | 0.591
111 | CNC(=O)c1c(NC(=O)c2nc3ccccc3s2)sc2c1CCC2 | -1.14
112 | O=C(c1cc2ccccc2oc1=O)N1CCSC1c1ccco1 (stereo unspecified) | 1.25
113 | O=C1NC2(CCCc3ccccc32)C(=O)N1Cc1nnc(-c2ccccc2Br)o1 (stereo unspecified) | -2.81
114 | CCN(CC)CCNC(=O)C1CCC(=O)N(c2ccc(OC)cc2)C1c1ccc(F)cc1 (stereo unspecified) | -0.169
115 | CCn1c(COc2ccc(=O)n(-c3ccccc3)n2)nnc1SCc1ccccc1C | 0.898
116 | CC(C)(C)SCCNC(=O)CSCc1ccc([N+](=O)[O-])cc1 | -0.256
117 | CC1(C)Oc2ccc(C(=O)N3CCOCC3)cc2N(CC(=O)Nc2ccccc2)C1=O | 0.813
118 | COCCCn1c(Cc2ccccc2)nnc1SCC(=O)N1CCCCC1 | 0.471
119 | Cc1ccc(NC(=O)c2ocnc2C)cc1Cl | 0.173
120 | COc1ccccc1NC(=O)CSc1nc2ncccc2[nH]1 | -0.697

Another view of part of the listing above.
117. CC1(C)Oc2ccc(C(=O)N3CCOCC3)cc2N(CC(=O)Nc2ccccc2)C1=O
  Cav3 T inh = 0.813

118. COCCCn1c(Cc2ccccc2)nnc1SCC(=O)N1CCCCC1
  Cav3 T inh = 0.471

119. Cc1ccc(NC(=O)c2ocnc2C)cc1Cl
  Cav3 T inh = 0.173

120. COc1ccccc1NC(=O)CSc1nc2ncccc2[nH]1
  Cav3 T inh = -0.697

Screens (PubChem BioAssay)
